Compound activity from PubChem.
RNase H inhibition = RNase H inhibition, HIV 1 Gag Pol polyprotein, FRET biochemical assay, screening (AID 372); HIV-1 RT RNase H, FRET RNA/DNA substrate fluorescence; higher % means a stronger effect; one-dose inhibition, % at 10 µM; IC50 in µM for titrated hits; actives 0.77% (n = 100,000); in the data active = inhibition above about 50%
* hit, by the source's call.

molecule,RNase H inhibition
CCCc1nc2c(o1)CC(CC(C)SCC)CC2=O (stereo not given),1%
COc1ccc(-c2csc(Nc3ccc(N(C)C)cc3)n2)cc1OC,20%
O=C(O)CN1C(=O)C(=O)/C(=C(\O)c2ccc([N+](=O)[O-])cc2)C1c1ccc(F)cc1 (stereo not given),9%
CN(CCO)CCOCCOc1ccc(C(C)(C)C)cc1,0%
CCc1ccccc1NC(=O)c1c(OC)cccc1OC,2%
CC1(C)Cc2c(sc3ncnc(NCc4ccccc4)c23)CO1,14%
Cc1cc(NC(=O)c2cccc(Br)c2)ccc1-c1cc2ccccc2oc1=O,5%
COC(=O)COc1ccc(/C=C2\C(=O)NC(=O)N(c3ccc(C)c(C)c3)C2=O)cc1OC,0%
CC(C)CC(=O)N1CCN(Cc2ccccc2Br)CC1,2%
CCNC(=S)N/N=C/c1ccc(-c2ccccc2)o1,0%
O=C(NCCC1=CCCCC1)c1ccc([N+](=O)[O-])cc1,1%
O=C(c1ccc2c(c1)OCCO2)C1CC1,4%

(further entries)
molecule,RNase H inhibition
CCN(CC)c1nc(-c2ccccc2)cc(-c2ccc(Br)cc2)n1,13%
O=C(NCc1ccc2c(c1)OCO2)c1ccc(C#Cc2ccccc2)cc1,5%
COC(=O)C(=O)OCC(C)(C)C/C=C(/C)CCC=C(C)C,3%
Nc1ccc2c(c1)C(=O)C(=O)c1ccccc1-2,17%
CCOC(=O)C1=C(C)N=c2s/c(=C/c3ccc(C)cc3)c(=O)n2C1c1ccccc1 (stereo not given),12%
CC(C)Cc1ccc(C(=O)NCC2OCCc3ccccc32)cc1 (stereo not given),5%
COc1ccc(CSc2nnnn2-c2ccccc2)cc1,13%
O=C(N/N=C/c1cc(Br)ccc1O)/C(=C/C=C/c1ccccc1)NC(=O)c1ccccc1,23%
Nc1ccc2nc(SCC(=O)N3CCOCC3)sc2c1,9%
CCOC(=O)c1ccc(-c2ccc(/C=C3/C(=O)NN(c4ccc(C)c(Cl)c4)C3=O)o2)cc1,17%
CC(C(=O)Nc1ccc(NC(=O)c2cccc(Cl)c2)cc1)(c1ccccc1)c1ccccc1,9%
Cc1cc(C)c(O)c(N=Cc2cc(Cl)ccc2O)c1,8%

The list goes on:
molecule,RNase H inhibition
Cc1ccc(/C=C(\C#N)c2nc(-c3ccccc3)cs2)s1,4%
CCC(C)OC(=O)C1=C(C)NC2=C(C(=O)CC(c3ccccc3)C2)C1c1ccccn1 (stereo not given),8%
On1c(-c2ccccc2F)nc2c1CCc1nonc1-2,0%
COc1ccc(-c2csc(/C(C#N)=C/c3ccc(C)cc3)n2)cc1,12%
O=C(c1ccc([N+](=O)[O-])cc1)N1CCN(C(=O)c2cccs2)CC1,3%
CC1(C)CC(N=C(c2ccccc2)c2ccc(O)c(O)c2)CC(C)(C)N1,9%
Cc1nc(N)sc1-c1csc(Nc2ccccc2)n1,8%
Cc1cc(=O)oc2cc(OCC(=O)OC(C)(C)C)ccc12,0%
Cc1cc(NC(=O)c2c(F)c(F)c(F)c(F)c2F)no1,4%
CCc1nc2ccccc2n1CC(O)COc1ccc(C(=O)O)cc1 (stereo not given),0%
COC(=O)c1c(NC(=O)c2cncc(Br)c2)sc2c1CCC(C)C2 (stereo not given),10%
CCOc1ccc(NC(=O)c2c(O)c3ccccc3n(CC)c2=O)cc1,3%

Additional entries follow:
molecule,RNase H inhibition
Cc1ccc(NC(=O)/C(C#N)=C/c2cc(C)n(-c3ccc(F)cc3)c2C)cc1Cl,7%
COc1ccc2nc(NC(=O)c3ccccc3I)sc2c1,4%
CCCCn1c(/N=C/c2ccc3c(c2)OCO3)nc2ccccc21,26%
Cc1ccc(-c2nc3ccccn3c2NC(=O)c2ccccc2)cc1,0%
Cc1nc2cc(Nc3nnc(-c4ccccc4)c4ccccc34)ccc2n1C,7%
O=C(N/N=C/c1cccc(Br)c1)c1cc(I)ccc1O,4%
CN(C)S(=O)(=O)Nc1cccc(C(F)(F)F)c1,7%
CCOC(=O)c1c(NC(=O)C2CC(Cl)=CCC2C(=O)O)sc2c1CC(C)CC2 (stereo not given),11%
O=C(CSc1nc2ccccc2o1)NC1CCCCC1,0%
CCOC(=O)c1c(NC(=O)C2(C)CC2(Br)Br)sc(C)c1-c1ccccc1 (stereo not given),11%
O=C1NC(=S)S/C1=C/c1ccc(O)c(Br)c1,3%
CCc1ccc(NC(=O)c2ccc(OC)cc2)cc1,2%

Next compounds
molecule,RNase H inhibition
O=C(Nc1ccc(F)c([N+](=O)[O-])c1)c1cccc2ccccc12,4%
COc1ccc(C2CC(=O)C3=C(C2)NC(C)=C(C(=O)OC(C)C)C3c2cc(Br)c(O)c(OC)c2)cc1 (stereo not given),19%
c1cncc(CN2CCN(Cc3c[nH]c4ccccc34)CC2)c1,8%
CCOC(=O)C1=C(C)N=c2s/c(=C/c3cc(OC)ccc3OC)c(=O)n2C1c1ccccc1OC (stereo not given),7%
Cc1cccc(OCC(=O)N/N=C/c2cccs2)c1,14%
O=C(Nc1cc(C(=O)Nc2ccc(Cl)cc2)cc(C(=O)Nc2ccc(Cl)cc2)c1)c1ccc([N+](=O)[O-])cc1,7%
Cc1cc(C)c(CO)cc1/C=N/NC(N)=O,8%
O=C(CSc1nc2ccccc2s1)Nc1ccccc1F,0%
Cc1ccc(NC(=S)NC(=O)C(C)C)cc1,0%
CCOC(=O)C1=C(C)NC2=C(C(=O)CCC2)C1c1ccc(Br)cc1 (stereo not given),1%
O=C(/C=C/Oc1ccc(Cl)cc1Cl)c1ccc(Cl)cc1,17%
O=C1C2C3C=CC(C4CC34)C2C(=O)N1c1ccccc1Cl (stereo not given),5%

Other results follow.
molecule,RNase H inhibition
c1cc(CSc2nc3ccccc3[nH]2)nc(CSc2nc3ccccc3[nH]2)c1,8%
O=C1C2ON(c3ccc(Cl)cc3)C(c3cc(Br)ccc3O)C2C(=O)N1c1ccccc1 (stereo not given),0%
COc1ccc2nc(SCC(=O)Nc3ccccc3)[nH]c2c1,7%
Fc1cccc(Cl)c1Cc1noc(-c2ccccc2Br)n1,5%
COc1ccc(C2C(C(C)=O)=C(O)C(=O)N2CCO)cc1OC (stereo not given),0%
Cn1c(-n2c(CCN3C(=O)c4ccccc4C3=O)nc3ccccc3c2=O)nc2ccccc21,5%
NNC(=O)CCc1nc2ccccc2[nH]1,3%
CCC1(Cc2ccccc2)NC(=O)c2ccccc2O1 (stereo not given),2%
O=C(Nc1cccc(Cl)c1)OCCOc1ccc(Cl)cc1Cl,20%
O=C(N/N=C/C1CC=CCC1)c1cccc(I)c1 (stereo not given),13%
CCOc1ccc(C2=C(C=NCCc3ccc(OC)c(OC)c3)C(c3ccccc3C)c3ccccc3O2)cc1 (stereo not given),7%
COc1ccc(N2C(=O)/C(=C/c3ccc(OCc4ccccc4F)c(OC)c3)C(=O)NC2=S)cc1,4%

The list goes on:
molecule,RNase H inhibition
COC(=O)CNC(=O)C1COc2ccccc2O1 (stereo not given),1%
Cc1ccc(C23CC4CC(CC(C(=O)Nc5ccccn5)(C4)C2)C3)cc1,1%
COc1ccc(NC(=O)c2ccc(OC)c(OC)c2)cc1Cl,0%
Cc1cccc(OCC(=O)NC2C3CC4CC(C3)CC2C4)c1 (stereo not given),9%
COC(=O)CNC(=O)c1cccc([N+](=O)[O-])c1,5%
O=C1CC(c2ccccc2)CC2=C1C(c1ccc(F)c(Br)c1)Nc1ccccc1N2 (stereo not given),16%
COc1ccc(OC)c(C=Nc2ccccc2Cl)c1,0%
COc1ccc(OC)c(NC(=S)NC(NC(=O)c2cccc(C)c2)C(Cl)(Cl)Cl)c1 (stereo not given),1%
N[n+]1cnn(CC(=O)c2ccccc2[N+](=O)[O-])c1,3%
N#C/C(=C\c1ccc(-c2ccccc2[N+](=O)[O-])o1)c1nn(-c2ccccc2)c(N)c1C#N,37%
C/C(=N\Nc1nc(-c2ccc(C)cc2)cs1)c1ccc(C)cc1,6%
O=c1c2c(nc3cc(-c4ccc(Cl)cc4)[nH]n13)CCS2,8%

(further entries)
molecule,RNase H inhibition
Cc1cc(C=O)c(C)n1-c1ccc(Cl)cc1,10%
CCCCc1ccc(/C(C)=N/Nc2cc(-c3ccccc3)nc(C)n2)cc1,20%
Cc1ccc(N=Cc2cc(Cl)ccc2O)nc1,2%
c1ccc2nc3c(nc2c1)c1ccccc1n3CCN1CCCCC1,2%
COc1ccc(OC)c(Nc2ccc3ccccc3n2)c1,9%
CC(=O)Nc1ccc(NC(=O)CN2C(=O)c3ccccc3C2=O)cc1,10%
CCC(c1nc2ccccc2n1C)C(O)c1ccc(OC)cc1 (stereo not given),3%
CN(C)c1ccc(C(=O)OCC(=O)c2ccc(Br)cc2)cc1,13%
Cc1cc(Nc2ccccc2)n(C(=O)c2ccc([N+](=O)[O-])cc2)n1,6%
COc1ccc(OCC(=O)N2CCN(c3ccc([N+](=O)[O-])cc3)CC2)cc1,5%
O=C(NNC(=O)C1C2C=CC(C2)C1C(=O)O)c1ccccc1Br (stereo not given),11%
O=C1NC(=S)NC(=O)C1=Cc1cc(Br)ccc1OCc1ccc(Cl)cc1Cl,22%

(more compounds)
molecule,RNase H inhibition
Cc1ccc(OCC(=O)Nc2ccccc2Cl)c(Br)c1,42%
O=C1c2ccc(-c3nc4ccccc4c(=O)o3)cc2C(=O)N1c1ccc(Cl)cn1,0%
O=C(Nc1cccc([N+](=O)[O-])c1)c1ccc(Br)c(S(=O)(=O)NC2CCCCC2)c1,23%
CC(=NC1CCCCC1)C1=C(O)c2ccccc2C1=O,6%
CC1=C(C#N)C(c2ccccc2)C2=C(CC(c3ccccc3)CC2=O)N1 (stereo not given),4%
COc1ccccc1NC(=O)C(=O)N/N=C/c1ccc(C(=O)O)cc1,14%
COc1ccccc1CNC(=O)CN(c1cccc(C)c1)S(=O)(=O)c1ccccc1,5%
O=C1CSC(c2ccc(Cl)c(Cl)c2)N1CC12CC3CC(CC(C3)C1)C2 (stereo not given),1%
O=C(c1ccccc1F)N1CCN(S(=O)(=O)c2ccccc2)CC1,0%
COc1ccc(NS(=O)(=O)c2ccc(N3C(=O)c4ccccc4C3=O)c3ccccc23)cc1,6%
Cc1c(OC(=O)C2CC2)ccc2c3c(c(=O)oc12)CCCC3,22%
O=[N+]([O-])c1cccc(/C=N/Nc2cc(N3CCCC3)nc(N3CCCC3)n2)c1,12%

A run of entries of the results above:
molecule,RNase H inhibition
CN(C)c1ccc(C(=O)OCC(=O)c2ccc(Br)cc2)cc1,13%
Cc1cc(Nc2ccccc2)n(C(=O)c2ccc([N+](=O)[O-])cc2)n1,6%
COc1ccc(OCC(=O)N2CCN(c3ccc([N+](=O)[O-])cc3)CC2)cc1,5%
O=C(NNC(=O)C1C2C=CC(C2)C1C(=O)O)c1ccccc1Br (stereo not given),11%
O=C1NC(=S)NC(=O)C1=Cc1cc(Br)ccc1OCc1ccc(Cl)cc1Cl,22%
Cc1ccc(OCC(=O)Nc2ccccc2Cl)c(Br)c1,42%
O=C1c2ccc(-c3nc4ccccc4c(=O)o3)cc2C(=O)N1c1ccc(Cl)cn1,0%
O=C(Nc1cccc([N+](=O)[O-])c1)c1ccc(Br)c(S(=O)(=O)NC2CCCCC2)c1,23%
CC(=NC1CCCCC1)C1=C(O)c2ccccc2C1=O,6%
CC1=C(C#N)C(c2ccccc2)C2=C(CC(c3ccccc3)CC2=O)N1 (stereo not given),4%
COc1ccccc1NC(=O)C(=O)N/N=C/c1ccc(C(=O)O)cc1,14%
COc1ccccc1CNC(=O)CN(c1cccc(C)c1)S(=O)(=O)c1ccccc1,5%
O=C1CSC(c2ccc(Cl)c(Cl)c2)N1CC12CC3CC(CC(C3)C1)C2 (stereo not given),1%
O=C(c1ccccc1F)N1CCN(S(=O)(=O)c2ccccc2)CC1,0%
COc1ccc(NS(=O)(=O)c2ccc(N3C(=O)c4ccccc4C3=O)c3ccccc23)cc1,6%
Cc1c(OC(=O)C2CC2)ccc2c3c(c(=O)oc12)CCCC3,22%
O=[N+]([O-])c1cccc(/C=N/Nc2cc(N3CCCC3)nc(N3CCCC3)n2)c1,12%

(further entries)
molecule,RNase H inhibition
COCC(C)NC(=O)c1ccc(Br)cc1 (stereo not given),10%
O=C(Nc1cccc(F)c1)c1sc2ccccc2c1Cl,7%
O=C(Nc1ccc(Cl)c(Cl)c1)c1ccccc1,8%
O=C(N/N=C/c1ccc(Br)o1)/C(=C/c1ccc([N+](=O)[O-])cc1)NC(=O)c1ccccc1,11%
O=C(Nc1ccc(S(=O)(=O)N2CCc3ccccc32)cc1)c1ccc(F)cc1,15%
COc1ccccc1N1CCN(/N=C\c2c(O)ccc3ccccc23)CC1,10%
O=C1C(=O)N(Cc2ccccc2)C(c2ccc(F)cc2)/C1=C(/O)c1ccccc1 (stereo not given),3%
COc1ccc(C2Nc3ccccc3C(=O)N2Cc2ccco2)cc1COc1ccccn1 (stereo not given),7%
COc1ccc(S(=O)(=O)N(CC(=O)NCCSCc2ccc(Cl)cc2)c2cc(C)cc(C)c2)cc1OC,12%
C=CCNC(=O)C(=O)N/N=C/c1cccc(OC)c1,0%
Cc1nc2ncccn2c1-c1csc(NCc2ccco2)n1,13%
C/C(=N\NC(=O)c1ccc(N2CCCC2=O)cc1)c1ccccc1,9%

The list goes on:
molecule,RNase H inhibition
O=C(O)CCCN1C(=O)C(=O)/C(=C(/O)c2ccccc2)C1c1ccc(Cl)cc1 (stereo not given),0%
CCSc1nc2ccccc2n1CC(=O)O,15%
COc1ccc(N2C(=O)NC(=O)/C(=C\c3ccc(Br)s3)C2=O)cc1,9%
Oc1c(Br)cc(Br)cc1C=Nc1cccc(Cl)c1,0%

Not all compounds are listed; the hit share may differ from the screen's.
